# Compound activity: PubChem BioAssay, National Center for Advancing Translational Sciences (NCATS)
# 12-LOX inh = Primary qHTS assay for inhibitors of human arachidonate 12S-lipoxygenase (ALOX12): Round 2. Polyunsaturated fatty acid lipoxygenase ALOX12 (Homo sapiens), P18054. purified 12hLO, xylenol orange hydroperoxide absorbance. Potency, µM (titrated, usually from 108 µM), for the others: at the top dose activity change, negative = inhibition, actives largely listed as inhibitors. 580,000 tested, 1.1% active; active = well fitted inhibition curve with a large enough effect; inconclusive = small, poorly fitted or top-dose-only effect, or another doubt; inactive = no such curve, though single readings can be large or run the other way
# Target sequence (P18054 whole entry, looked up): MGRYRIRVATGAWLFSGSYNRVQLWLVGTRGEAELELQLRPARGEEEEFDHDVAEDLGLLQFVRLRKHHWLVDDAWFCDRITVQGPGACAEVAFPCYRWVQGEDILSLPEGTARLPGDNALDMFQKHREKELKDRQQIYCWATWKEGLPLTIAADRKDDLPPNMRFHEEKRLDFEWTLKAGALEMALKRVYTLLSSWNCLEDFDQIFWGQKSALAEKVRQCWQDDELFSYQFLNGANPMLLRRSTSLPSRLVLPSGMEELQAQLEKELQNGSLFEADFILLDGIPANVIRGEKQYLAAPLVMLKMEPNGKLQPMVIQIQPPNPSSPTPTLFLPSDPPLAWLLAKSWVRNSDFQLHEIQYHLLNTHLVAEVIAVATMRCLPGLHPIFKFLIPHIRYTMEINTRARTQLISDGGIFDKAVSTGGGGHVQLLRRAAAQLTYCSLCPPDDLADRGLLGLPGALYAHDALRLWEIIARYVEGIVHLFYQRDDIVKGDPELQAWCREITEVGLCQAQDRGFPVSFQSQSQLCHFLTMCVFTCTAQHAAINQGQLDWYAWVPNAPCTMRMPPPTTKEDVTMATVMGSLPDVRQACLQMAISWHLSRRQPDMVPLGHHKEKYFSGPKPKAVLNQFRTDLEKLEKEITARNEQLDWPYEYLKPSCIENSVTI
#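 Purified human 12hLO at 150 nM in 25 mM Hepes, 0.01% Triton X-100, pH 7.0, preincubated 15 min at room temperature with compound. Reaction started with 40 uM arachidonic acid, 30 min at room temperature. Hydroperoxide measured by Fe-xylenol orange, 573/405 nm absorbance ratio.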
# Numbers without * were called inactive; ? = inconclusive; [ ] = dose if it differs, or a comment. % is set by controls: 0 for no effect and ±100 for the full control effect; potency is the fitted concentration of half-maximal effect. The list is partial; rates above refer to the full screens.
12-LOX inh	SMILES
13%	COc1cccc(C(=O)N2CC(Oc3ccccc3-c3nc(-c4cnccn4)no3)C2)c1
35µM*	CC1=C[C@@H](CNS(=O)(=O)c2ccccc2)[C@H](C(C)C)C[C@H]1CC(=O)NCc1ccc(C#N)cc1
-5%	O=C(c1cc(=O)[nH]c2cc(F)ccc12)N1CCCC(CCc2ccc(F)cc2)C1 (configuration not stated)
16%	COc1cc(OC)cc(C(=O)N2CCC[C@H]2c2nc(-c3ccccc3)no2)c1
6%	O=C(CCn1cnc2ccccc2c1=O)NC1CCCN(CCc2ccccc2)C1 (configuration not stated)
-5%	Cc1ccc(-n2c(C3CCN(C(=O)c4ccco4)CC3)n[nH]c2=O)cc1
4%	COCCN1CCC(N2CCN(S(=O)(=O)c3ccccc3)CC2)C1=O (configuration not stated)
45µM*	Cc1ccccc1-c1ccc(COc2ccc3c(cnn3CCC(=O)O)c2)cc1
-2%	Cc1ncccc1C(=O)N1C[C@@H](COCC2CC2)[C@H](c2ccccn2)C1
18%	CN1CCNc2nc(COc3ccccc3OC(F)(F)F)n(Cc3ccccc3)c2C1=O
-15%	COc1ccc(F)cc1-c1ccc(C(=O)NCCCn2ccnc2C(C)C)cn1
1%	CCOC(=O)c1cccnc1N1C[C@H]2OC(=O)N(Cc3ccccn3)[C@H]2C1
96%[activator]	NC(=O)CN1CCC(C(=O)NCCCc2csc(N)n2)CC1
139%[activator]	Cc1nc(NCCc2nc3ccccc3n2C)cc(C2CC(O)C2)n1 (configuration not stated)
-1%[6.33 µM]	CC(C)NC(=O)c1nc(-c2ccc([S+](C)(=O)[O-])cc2)c2ccccn12
15%	CCOC(=O)c1oc2ccc(S(=O)(=O)N3CCC(c4noc(C5CC5)n4)C3)cc2c1C (configuration not stated)
19%	Cc1cccc(OCC(=O)N2CCC3(CC2)N(C)C(=O)CS3(=O)=O)c1
?	Cc1ccc(C)c(NC(=O)Cn2ccn3nc(-c4ccc(F)cc4)c(CO)c3c2=O)c1
24%	Cc1cc(=O)n(CC(=O)NCc2ccccc2Br)c(N2CCOCC2)n1
41%[activator]	Cc1ccccc1OCc1nc(C2CN(C(=O)Cc3cccc(F)c3)C2)no1
2%[12.5 µM]	CCc1cnc(C2CCN(C(=O)OC(C)(C)C)CC2)[nH]1
58%[activator]	CN(C)c1cccc(C(=O)N2CCC3(CC2)N=C(c2ccccc2)NO3)c1
2%	CC(C)(O)[C@H]1CC[C@@](C)([C@H]2[C@@H](O)C[C@@]3(C)[C@@H]4C[C@H](O[C@@H]5O[C@H](CO)[C@@H](O)[C@H](O)[C@@H]5O)[C@H]5C(C)(C)[C@@H](O[C@@H]6OC[C@@H](O)[C@H](O)[C@@H]6O)CC[C@@]56C[C@@]46CC[C@]23C)O1
8%	Cc1ccccc1CNC(=O)[C@H]1CN(Cc2ccccc2)C[C@H]1C(=O)O
36%[activator]	O=C1NCCOCCN(C(=O)Nc2ccc3c(c2)OCCO3)[C@@H]2CCCC[C@H]12
6%[176 µM]	COc1ncccc1-c1nc(-c2c(C)noc2C)cc2[nH]c(C)cc12
51%[activator][176 µM]	CN1C(=O)C2(CCN(C(=O)c3ccccc3)C2)c2ccccc21 (configuration not stated)
?	C[C@@H]1CCCCO[C@@H](CN(C)C(=O)Nc2ccc(C(F)(F)F)cc2)[C@@H](C)CN([C@H](C)CO)C(=O)c2cc(NS(=O)(=O)c3ccc(Cl)cc3)ccc2O1
-11%	O=C(c1ccc2nc(-c3ccc(F)cc3)cn2c1)N1CCC(F)CC1
-6%	Cc1nc2c(c(-c3ccc(O)cc3)n1)CN(C(=O)c1ccc(F)cc1)CC2

# Further structures
12-LOX inh	SMILES
4%	CCN1c2cc(C(=O)Nc3ccc(F)cc3)ccc2C(=O)N2CCCCCC21 (configuration not stated)
4%[176 µM]	O=C(COCc1ccccc1)N1CC[C@H]2COC(=O)N2c2cc(F)ccc2C1
3%[176 µM]	CC(C)(C)CC(=O)NC[C@H]1OC[C@@H](N(Cc2ccccc2)Cc2ccccc2)[C@@H]1O
5%	CC1=C[C@@H](CNCc2ccc(Cl)cc2)[C@H](C(C)C)C[C@H]1Cc1nnc(-c2cncn2C)o1
58%[activator]	COc1ccc(CNC(=O)N[C@@H]2CN(c3ccncn3)C[C@H]2CN(C)C)cc1
27%	COC(=O)[C@H](Cc1ccc(OC)cc1)NC(=O)[C@H]1CN(C(=O)Nc2ccccc2)CCN1C(=O)NC(C)C
6%	CCc1nc(C)sc1C(=O)N1C[C@@H](C(=O)O)[C@H](c2cccc(OC)c2)C1
-12%[6.33 µM]	O=C(Nc1ccccc1)c1ccc(N2CC3CCC(C2)N3CC(F)(F)F)nn1
0%	COC(=O)C1=C(C(=O)OC)C2CCCC1C1N=NN(c3ccccc3)C21 (configuration not stated)
31%[activator]	O=C(Nc1cccc(F)c1)N1CCC2(CC1)SCC(=O)N2Cc1ccco1
?	CCn1ccnc1C1CCN(C(=O)Cn2cccnc2=O)CC1
?	Cc1ccc(CCN2CCCC3(Cc4ccccc4CN([S+](C)(=O)[O-])C3)C2)cc1 (configuration not stated)
0%[6.33 µM]	Cn1ccc(C(=O)N2CCC(c3nnc4n3C(C(=O)NCCc3ccc(Cl)cc3)CC4)CC2)n1 (configuration not stated)
31%[activator]	COc1ccc(OC)c(NC(=O)c2cccc3c2CCN3C(=O)c2ccc(F)cc2)c1
12%	O=C(NC1CCN(c2cc(-c3ccccc3)[nH]n2)CC1)c1ccc(Cl)cc1
-43%[57.4 µM]	Cc1[nH]c(C=C2C(=O)Nc3ccc(S(=O)(=O)Cc4c(Cl)cccc4Cl)cc32)c(C)c1C(=O)N1CCC[C@H]1CN1CCCC1
93%[activator]	Cc1nc([C@H]2CCN(Cc3ccc(F)cc3F)C[C@H]2NC(=O)CN(C)C)n[nH]1
45%[activator]	COc1cccc(C(=O)NCC2CCCN(Cc3ccccn3)C2)c1OC (configuration not stated)
34%[activator]	Cc1cnc(C2CC2)n1C1CCCN(C(=O)c2ccoc2)C1 (configuration not stated)
32%[activator]	COCc1nncn1C1CCN(S(=O)(=O)c2ccc(F)c(Cl)c2)CC1
6%	COc1ccc(-c2cc(N3CCN(C(=O)c4ccc(C#N)cc4)CC3)n[nH]2)cc1
31%[activator]	COc1ccc(CN2C(=O)COC[C@H]2C(=O)NCc2ccc(Cl)cc2)c(OC)c1
34%	CN1[C@@H](CCC(=O)N2CCN(c3ccccc3)CC2)CNC(=O)[C@@H]2[C@H]1CCN2Cc1ccccc1
9%	COc1cccc(CNC(=O)Cn2cccc2-c2nc(-c3ccc4c(c3)OCO4)no2)c1
19%	CCC(=O)N1CCc2cn(C)c3cccc(c23)C1
0%[6.33 µM]	O=C1COCCN1C1CCN(S(=O)(=O)c2cccc(C(F)(F)F)c2)CC1
4%	COc1ccc(CN(C)CC2CCN(C)C2(C)C)cc1C(=O)O (configuration not stated)
?	C[C@]12CC[C@@H]3c4ccc(O)cc4C[C@@H](CCCCCCCCCS(=O)CCCC(F)(F)C(F)(F)F)[C@H]3[C@H]1CC[C@H]2O (some centres not stated)
20%	Cc1ccccc1C(=O)N1CCC(CCC(=O)O)CC1
50%	Cc1cccc(CN2[C@@H](C)[C@H](c3ccccc3)Oc3cc(Br)ccc3S2(=O)=O)c1

# Filtered by structure, the entries above containing a Cl atom (7)
12-LOX inh	SMILES
?	C[C@@H]1CCCCO[C@@H](CN(C)C(=O)Nc2ccc(C(F)(F)F)cc2)[C@@H](C)CN([C@H](C)CO)C(=O)c2cc(NS(=O)(=O)c3ccc(Cl)cc3)ccc2O1
5%	CC1=C[C@@H](CNCc2ccc(Cl)cc2)[C@H](C(C)C)C[C@H]1Cc1nnc(-c2cncn2C)o1
0%[6.33 µM]	Cn1ccc(C(=O)N2CCC(c3nnc4n3C(C(=O)NCCc3ccc(Cl)cc3)CC4)CC2)n1 (configuration not stated)
12%	O=C(NC1CCN(c2cc(-c3ccccc3)[nH]n2)CC1)c1ccc(Cl)cc1
-43%[57.4 µM]	Cc1[nH]c(C=C2C(=O)Nc3ccc(S(=O)(=O)Cc4c(Cl)cccc4Cl)cc32)c(C)c1C(=O)N1CCC[C@H]1CN1CCCC1
32%[activator]	COCc1nncn1C1CCN(S(=O)(=O)c2ccc(F)c(Cl)c2)CC1
31%[activator]	COc1ccc(CN2C(=O)COC[C@H]2C(=O)NCc2ccc(Cl)cc2)c(OC)c1

# (listing goes on)
12-LOX inh	SMILES
-23%	O=C(Nc1cccc(C(F)(F)F)c1)N[C@H]1CO[C@H]2[C@@H]1OC[C@@H]2n1cc(-c2ccccn2)nn1
?	CN(C)c1ccc(C(=O)N2CC[C@@H](CC(=O)O)[C@@H](CCN3C[C@@H]4C[C@H](C3)c3cccc(=O)n3C4)C2)cc1
8%	COC(=O)C1=C(C)NC(=O)NC1c1ccc(OC)cc1 (configuration not stated)
19%	O=C(CCn1ccc(=O)[nH]c1=O)N[C@@H]1COCC[C@@H]1OCc1ccccc1
50%[activator]	O=C(c1ccccc1Cl)N1CCC(c2nn(Cc3ccccc3)c(=O)[nH]2)CC1
?	COc1cc(Cl)ccc1C(=O)N1CCC(c2n[nH]c(=O)n2Cc2ccc(F)cc2)CC1
10%[6.33 µM]	COc1cccc(N2C(=O)NC(=NC3CCCCC3)C23CCN(C(=O)c2ccc(C(F)(F)F)cc2)C3)c1 (configuration not stated)
?	CN(C)C(=O)N1CCC2(CC1)CN(Cc1ccc(O)cc1)Cc1ccccc1O2
16%	CN1c2cc(C(=O)Nc3ccc4c(c3)OCCO4)ccc2C(=O)N2CCCCC21 (configuration not stated)
28%	Cc1ccc(C(=O)NC2CCCN(c3cc(N(C)C)ncn3)C2)s1 (configuration not stated)
10%[176 µM]	Cc1ccc(S(=O)(=O)N[C@H]2C[C@@H](c3nc(C(C)C)no3)N(C)C2)cc1
3%[6.33 µM]	O=C(c1ccc(C(F)(F)F)cc1)N1CCC2(CN[S+](=O)([O-])c3cccnc3O2)C1 (configuration not stated)
1%	COc1cccc(CNC(=O)C2Cn3cccc3C(=O)N2Cc2ccccc2)c1 (configuration not stated)
?	CN(C)c1ccc(C(=O)N[C@H]2CO[C@H]3[C@@H]2OC[C@@H]3n2cc(-c3ccccn3)nn2)cc1
?	CCCc1noc(-c2ccn3c(CNC(=O)CCC4CCCC4)nnc3c2)n1
19%	CC(C)c1noc(-c2cn(C3CCN(C(=O)c4ccc[nH]4)C3)nn2)n1 (configuration not stated)
12%	Cc1cccc(NC(=O)Cn2c(C)cc3nc4n(c(=O)c32)CCCCC4)c1C
80%[activator]	Cc1nc2cc(-c3nc(CC4CCN(C)CC4)nn3CCO)ccc2s1
-21%	Cc1cc(N2CCN(S(C)(=O)=O)C[C@@H]2C)ccc1N1CCN(Cc2ccccc2)[C@@H](C)C1
?	COc1cccc(Nc2cc3c(cn2)cc(-c2cnn(C)c2)n3C)c1
5%	COc1ccc(CN2C=C(C(=O)OCc3nc(-c4cccs4)no3)C(C)=NS2(=O)=O)cc1
-6%	Cc1cnc(CC2CCCN(C(=O)C3CC3)C2)n1C(C)C (configuration not stated)
7%	Cc1cc2ncc(C(=O)N3CCCn4nc(CCC(=O)O)cc4C3)c(=O)n2[nH]1
55%[activator]	O=C(c1cc(COc2c(F)cccc2F)on1)N1CCCCC1CCc1ccccc1 (configuration not stated)
25%	COc1ccc(CNc2nccc(CCC(F)(F)F)n2)cc1OC
0%	NC(=O)[C@@H](Cc1c[nH]c2ccccc12)NC(=O)[C@@H]1C[C@@H](NS(=O)(=O)c2cccs2)CCN1C(=O)COCC(=O)O
27%	COc1cccc(C(=O)N2CCC(Oc3ncccc3C(=O)N3CCCCC3)C2)c1 (configuration not stated)
41%	COCCNC(=O)c1ccc(OC2CCN(S(C)(=O)=O)CC2)c(Cl)c1
-4%	C=CCN1C[C@H](COC(=O)CSc2ccccc2)Oc2cccc(F)c2S1(=O)=O
?	CN(CCc1noc(C2CN(Cc3ccc(F)c(F)c3)C2)n1)C(=O)C1CC1

# Further entries.
12-LOX inh	SMILES
6%	COCC(=O)N1CCC(Cc2ccc(C(N)=O)cc2)CC1
50%	Cc1ccsc1C(=O)N1CCC2(CC1)N(C)C(=O)CS2(=O)=O
5%	CCc1nc(-c2c3n(c(=O)n(CC(=O)Nc4cccc(Cl)c4C)c2=O)CCCC3)no1
28%	COc1ccc(CCC(=O)N2CCCC(c3nc(C)ncc3-c3cccc(C)c3)C2)cc1OC (configuration not stated)
92%[activator]	COCCOC1CCN(C(=O)c2cc(C)n(CCOC)c2C)CC1
12%	Cc1nccnc1N1CCC(c2nnc(CN3CCCC3)n2C)CC1
0%[176 µM]	Cc1cccc(OCC2(CNCC3CC3)C[C@@H](O)[C@@H](O)C2)n1 (some centres not stated)
20%	CCn1nccc1C(=O)N1CCCC(c2nc(-c3ccccc3)no2)CCNC(=O)CC1 (configuration not stated)
6%	COc1cc2nc(N(C)C)c(CNCc3cccc4ccccc34)cc2c(OC)c1OC
?	COCc1nc(NCCc2nc3ccccc3s2)cc(C2CC(N)C2)n1 (configuration not stated)
-6%	O=C(Cc1cccc(F)c1)N1CCC(Cc2nc(-c3cnccn3)no2)CC1
45%[activator][176 µM]	N#Cc1cccc(C(=O)N[C@H]2[C@H](O)[C@H](O)C[C@@H]2c2cccnc2)c1
?	Cc1onc(-c2cnn(C)c2NCc2ccc(C#N)cc2)c1C(=O)N1CCN(C)CC1
1%	COc1ccccc1CN[C@H]1Cc2ccc(cc2)Nc2cc(ccc2OC)C[C@H](C(=O)NCc2ccccc2)N(C)C1=O
-15%	COc1ccc(CN2CCc3nc(C4CC4)nc(-c4ccc(O)cc4)c3CC2)cc1
18%	Cc1ccc(C(=O)N2C(C(=O)N3CCOCC3)COC23CCN(C(=O)c2ccc(F)cc2)CC3)cc1 (configuration not stated)
7%[176 µM]	O=S(=O)(c1ccc(F)cc1)N1CCOC[C@H](Oc2cnccn2)C1
54%[activator]	CCCOc1ccc(CN2C[C@@H](CO)[C@H](C(=O)N(C)C)C2)cc1
